Screens (PubChem)
G6PDH CS: L. mesenteroides G6PDH inhibitors, counter-screen for G6PDH-coupled screening assays, biochemical, Leuconostoc mesenteroides enzyme | Purified L. mesenteroides G6PDH, diaphorase/resazurin coupled fluorescence, 45 min | glucose-6-phosphate dehydrogenase [Leuconostoc mesenteroides] | 200,000 tested, 0.12% active | inhibition, % at 5 µM | AID 1020, 2008; in the data active means inhibition above about 50%
STAT3 activator: IL-6 driven STAT3 reporter potentiators, primary screen, U3A cells, luciferase, luminescence, MLSCN library. IL-6 STAT3-luciferase reporter; 100% = signal with IL-6 EC80 alone. activation (% of control), % at 5.6 µM. 190,000 tested, 0.91% active;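 active means activation above the screen-wide mean of compound activation plus 3 SD, cut at about 130% in these data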;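 further: 0% = background luminescence of wells with medium and substrate only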
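System – human U3A cells carrying STAT3-luciferase construct · Probe or stimulus – Interleukin-6, 33 ng/mL · Schedule – compound 1 h, then IL-6 6 h at 37 °C · Signal – luminescence from STAT3-driven luciferase reporter · Evaluation – percent of IL-6-only median luminescence · Benchmarks – IL-6-only high control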
STAT1 blocker: STAT1 signaling inhibitors, primary screen, cell-based, HTS, luciferase reporter; NIH 3T3 STAT1-luciferase reporter, IFN-gamma, luminescence; inhibition, % at 5.5 µM; 200,000 tested, 0.35% active;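 active means inhibition above a set limit, the mean inhibition across all tested compounds plus 3 SD, cut at about 34% in these data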;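 further: 0% = IFN-gamma with DMSO and 100% = IFN-gamma with 300 µM nifuroxazide; values of inactives mirror those of a sister screen read the other way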
STAT1 activator: STAT1 signaling activators, primary screen, cell-based, HTS, luciferase reporter; activation (% of control), % at 5.5 µM; NIH 3T3 STAT1-luciferase reporter, IFN-gamma, luminescence; 100% = IFN-gamma alone, no compound; 200,000 tested, 2.6% active;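 active means activation above the screen-wide mean activation plus 3 SD, cut at about 130% in these data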;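 further: raw ratio to IFN-gamma control signal so 100% means no change and 0% no light; values of inactives mirror those of a sister screen read the other way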
APP transl inh: inhibitors of APP translation via 5'UTR reporter, primary screen, APP 5'UTR luciferase, SH-SY5Y cells; SH-SY5Y APP 5'UTR-luciferase reporter, luminescence; inhibition, % at 2 µM; 190,000 tested, 0.82% active;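 active means inhibition above a set limit, derived from the sample mean plus 3 SD, cut at about 45% in these data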; further: values of inactives mirror those of a sister screen read the other way
STAT3 inh: IL-6 driven STAT3 reporter inhibitors, primary screen, U3A cells, luciferase, luminescence, MLSCN library; inhibition, % at 5.5 µM; IL-6 STAT3-luciferase reporter; host cell line lacks STAT1; 190,000 tested, 0.89% active; AID 862, 2007;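 active means inhibition above the mean inhibition across all screened compounds plus 3 SD, cut at about 44% in these data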;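 further: 0% = DMSO only wells and 100% = 100 µM nifuroxazide control wells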
Diaphorase inh: diaphorase inhibitors and chemical oxidizers, primary screen, counter-screen for diaphorase-coupled primary assays, biochemical, uHTS, resorufin fluorescence | diaphorase resazurin-to-resorufin fluorescence, NADH, 16 min; bacterial (C. kluyveri) enzyme, not human | inhibition, % at 20 µM | AID 1217, 2008 | 190,000 tested, 0.69% active;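 active means primary screen inhibition at 20 µM above a set limit, cut at about 50% in these data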;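 further: plate controls were DMSO with full reaction for no effect and wells lacking NADH for full effect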
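Assay system: diaphorase enzyme from Clostridium kluyveri. Quantity: enzyme working solution with 0.14 U/mL diaphorase. Schedule: reaction incubation of 16 min at room temperature. Technique: resorufin fluorescence, excitation 544 nm, emission 590 nm. Controls: No-NADH positive control and DMSO neutral control.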
Diaph act CS: compounds boosting diaphorase resazurin reduction – biochemical, uHTS, resorufin fluorescence, counter-screen for diaphorase-coupled primary assays, primary screen. Diaphorase/resazurin coupled assay, 16 min; stronger effect = higher value; 1 = vehicle wells, 0 = NADH-free wells. activation factor at 20 µM. 190,000 tested, 0.005% active;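 active means diaphorase activity raised at least twofold by the compound at 20 µM; inactive means activation factor below 2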
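Material: Purified diaphorase enzyme from Clostridium kluyveri | Buffer or medium: 50 mM HEPES pH 7.4 with 4.542 mM MgCl2, 0.005% Tween 20 | Times: 16 min enzyme reaction, ambient temperature | Signal: Red resorufin fluorescence at 544/590 nm excitation/emission | Measure: Increased resorufin signal from activators or reducing compounds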
TLR4-MyD88 BLA: inhibitors of TLR4-MyD88 association in cells, primary screen, cell-based, HeLa CL3-4, BLA complementation, FRET ratio; inhibition, % at 8.4 µM; HeLa CL3-4 TLR4/MyD88 BLA complementation; AID 861, 2007; 200,000 tested, 0.18% active; Toll-like receptor 4 (Homo sapiens) + Myeloid differentiation primary response protein …; in the data active means inhibition above about 25%;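 further: 0% = vehicle and 100% = reference inhibitor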
Target sequence (O00206 whole entry, looked up): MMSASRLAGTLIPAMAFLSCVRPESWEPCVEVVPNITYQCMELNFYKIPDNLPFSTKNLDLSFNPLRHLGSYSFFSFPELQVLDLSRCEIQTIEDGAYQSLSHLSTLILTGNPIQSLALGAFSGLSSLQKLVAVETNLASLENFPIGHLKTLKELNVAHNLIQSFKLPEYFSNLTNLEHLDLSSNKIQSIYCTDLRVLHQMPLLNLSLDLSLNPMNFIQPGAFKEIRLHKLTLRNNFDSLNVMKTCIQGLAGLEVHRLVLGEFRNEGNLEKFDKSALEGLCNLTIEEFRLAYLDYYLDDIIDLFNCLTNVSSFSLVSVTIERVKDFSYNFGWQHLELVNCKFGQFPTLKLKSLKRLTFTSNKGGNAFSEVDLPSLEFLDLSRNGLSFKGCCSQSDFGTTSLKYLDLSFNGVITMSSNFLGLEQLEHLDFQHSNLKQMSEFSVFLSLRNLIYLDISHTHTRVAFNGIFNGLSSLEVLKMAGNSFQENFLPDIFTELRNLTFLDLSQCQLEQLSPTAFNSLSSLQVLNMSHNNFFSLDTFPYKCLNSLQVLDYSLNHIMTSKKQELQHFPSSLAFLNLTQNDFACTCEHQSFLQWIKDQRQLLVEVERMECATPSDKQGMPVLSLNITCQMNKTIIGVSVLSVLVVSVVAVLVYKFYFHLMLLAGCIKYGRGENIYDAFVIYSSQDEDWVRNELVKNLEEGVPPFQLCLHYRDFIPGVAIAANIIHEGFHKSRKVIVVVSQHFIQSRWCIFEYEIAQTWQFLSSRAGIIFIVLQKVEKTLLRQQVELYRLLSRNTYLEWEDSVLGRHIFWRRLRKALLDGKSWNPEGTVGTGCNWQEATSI
Target sequence (Q99836 whole entry, looked up): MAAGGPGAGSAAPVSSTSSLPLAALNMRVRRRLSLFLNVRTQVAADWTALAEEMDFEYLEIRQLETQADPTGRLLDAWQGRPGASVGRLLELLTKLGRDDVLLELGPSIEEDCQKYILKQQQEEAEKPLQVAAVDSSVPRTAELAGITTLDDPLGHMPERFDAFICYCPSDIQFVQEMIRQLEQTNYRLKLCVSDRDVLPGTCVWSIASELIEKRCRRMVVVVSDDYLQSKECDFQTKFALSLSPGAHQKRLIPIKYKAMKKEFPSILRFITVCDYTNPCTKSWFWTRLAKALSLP
Hsp70 act: Hsp70 transcriptional activators, primary screen, cell-based, HeLa, Hsp70 promoter luciferase, luminescence, 10 µM | HeLa Hsp70 promoter luciferase reporter; scaled: vehicle 0, proteasome-inhibitor control 100% | activation, % at 10 µM | 200,000 tested, 0.04% active | AID 1203, 2008;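 active means activation above the mean across all tested compounds plus 3 SD, cutoff set per campaign, cut at about 5.5% in these data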;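 further: 100% = MG132 at 30 µM as the positive control and 0% = DMSO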
* marks the source's active call; other numbers are inactive results.

Results for Fc1cccc(/C=N/N=C/c2cccc(F)c2)c1 ?
G6PDH CS: 2; STAT3 activator: 90; STAT1 blocker: -52; STAT1 activator: 147*; APP transl inh: -38; STAT3 inh: 18; Diaphorase inh: 6; Diaph act CS: 0.9; TLR4-MyD88 BLA: -6; Hsp70 act: -0.1

Results for O=C(c1ccc(Br)cc1)c1sc(N2CCOCC2)nc1-c1ccccc1 ?
G6PDH CS: 4; STAT3 activator: 95; STAT1 blocker: 18; STAT1 activator: 82; APP transl inh: -4; STAT3 inh: 8; Diaphorase inh: 24; Diaph act CS: 0.8; TLR4-MyD88 BLA: 3; Hsp70 act: 0.1

What do the screens show for `Cc1ccc(-n2nnnc2C(=Cc2ccc(N(C)C)cc2)c2nnnn2-c2ccc(C)cc2)cc1`?
G6PDH CS: 0; STAT3 activator: 113; STAT1 blocker: 1; STAT1 activator: 99; APP transl inh: -14; STAT3 inh: -7; Diaphorase inh: 7; Diaph act CS: 0.9; TLR4-MyD88 BLA: 6; Hsp70 act: -0.3

What do the screens show for `CCCC(=O)Nc1nnc(-c2ccc(Cl)s2)o1`?
G6PDH CS: -5; STAT3 activator: 88; STAT1 blocker: 6; STAT1 activator: 95; STAT3 inh: 22; Diaphorase inh: 9; Diaph act CS: 0.9; TLR4-MyD88 BLA: -15; Hsp70 act: 0.4

Results for NS(=O)(=O)c1ccc(CCNC(=O)CSc2nc3ccccc3c(=O)n2CCC(=O)N2CCCCC2)cc1 ?
G6PDH CS: 5; STAT3 activator: 108; STAT1 blocker: 2; STAT1 activator: 96; APP transl inh: -2; STAT3 inh: -6; Diaphorase inh: 11; Diaph act CS: 0.9; TLR4-MyD88 BLA: -5; Hsp70 act: -0.4

Results for CCCc1[nH]nc2c1C(c1ccc(OC(=O)c3ccco3)cc1)C(C#N)=C(N)O2 (centres undefined) ?
G6PDH CS: 15; STAT3 activator: 108; STAT1 blocker: 13; STAT1 activator: 88; APP transl inh: 12; STAT3 inh: -7; Diaphorase inh: 19; Diaph act CS: 0.8; TLR4-MyD88 BLA: 4; Hsp70 act: 0.0

How did COc1ccc(C(=O)O/N=C(/C)c2cccs2)cc1 do in these assays?
G6PDH CS: -2; STAT3 activator: 98; STAT1 blocker: -21; STAT1 activator: 120; APP transl inh: -4; STAT3 inh: 1; Diaphorase inh: 5; Diaph act CS: 0.9; TLR4-MyD88 BLA: 7; Hsp70 act: 0.2

How did O=[N+]([O-])c1ccc(C2CCCC/C2=N/OCc2ccccc2F)c([N+](=O)[O-])c1 (centres undefined) do in these assays?
G6PDH CS: 0; STAT3 activator: 110; STAT1 blocker: -3; STAT1 activator: 102; APP transl inh: -6; STAT3 inh: -11; Diaphorase inh: 6; Diaph act CS: 0.9; TLR4-MyD88 BLA: 0; Hsp70 act: -0.1

Results for CCOC(=O)c1cccc(NC(=O)CSc2nc3ccccc3c(=O)n2CCOC)c1 ?
G6PDH CS: -2; STAT3 activator: 98; STAT1 blocker: -7; STAT1 activator: 105; APP transl inh: -8; STAT3 inh: 6; Diaphorase inh: 21; Diaph act CS: 0.8; TLR4-MyD88 BLA: -7; Hsp70 act: -0.4

Results for Cc1ccc(NC(=O)N2CCC(NC(=O)c3ccccc3C)CC2)cc1 ?
G6PDH CS: 3; STAT3 activator: 100; STAT1 blocker: -2; STAT1 activator: 102; APP transl inh: -15; STAT3 inh: 4; Diaphorase inh: 16; Diaph act CS: 0.8; TLR4-MyD88 BLA: 1; Hsp70 act: -0.6

What do the screens show for `COc1cc2c(cc1OC)C(C(=O)N1CCCC1)C(c1ccccc1F)N(C)C2=O` (centres undefined)?
G6PDH CS: 9; STAT3 activator: 106; STAT1 blocker: 5; STAT1 activator: 94; APP transl inh: -10; STAT3 inh: -1; Diaphorase inh: 0; Diaph act CS: 1; TLR4-MyD88 BLA: -14; Hsp70 act: -0.3

What do the screens show for `Cc1cc(NCCCn2ccnc2)n2nc(-c3ccc(F)cc3)cc2n1`?
G6PDH CS: -37; STAT3 activator: 104; STAT1 blocker: -6; STAT1 activator: 105; APP transl inh: -9; STAT3 inh: 1; Diaphorase inh: -25; Diaph act CS: 1.3; TLR4-MyD88 BLA: -6; Hsp70 act: 0.2

Results for O=C(c1ccccc1)c1nn(-c2cccc(Cl)c2)c2nc(-c3ccccc3)cc(=O)n12 ?
G6PDH CS: 7; STAT3 activator: 92; STAT1 blocker: -1; STAT1 activator: 101; APP transl inh: -8; STAT3 inh: 17; Diaphorase inh: 8; Diaph act CS: 0.9; TLR4-MyD88 BLA: 18; Hsp70 act: -0.1

What do the screens show for `Cc1nc(N2CCN(Cc3ccccc3)CC2)nc2c1C(=O)CCC2`?
G6PDH CS: 24; STAT3 activator: 84; STAT1 blocker: 7; STAT1 activator: 93; APP transl inh: -17; STAT3 inh: 21; Diaphorase inh: 0; Diaph act CS: 1; TLR4-MyD88 BLA: 4; Hsp70 act: 0.0

What do the screens show for `Cc1cccc(CCN(CC(=O)NC(C)(C)C)C(=O)c2csnn2)c1`?
G6PDH CS: 5; STAT3 activator: 94; STAT1 blocker: 4; STAT1 activator: 95; APP transl inh: -8; STAT3 inh: 9; TLR4-MyD88 BLA: -15; Hsp70 act: -0.4

What do the screens show for `CC(C)(C)c1ccc(C(=O)Nc2ccccc2NC(=O)c2ccco2)cc1`?
G6PDH CS: -3; STAT3 activator: 103; STAT1 blocker: -5; STAT1 activator: 101; APP transl inh: 2; STAT3 inh: 1; Diaphorase inh: 22; Diaph act CS: 0.8; TLR4-MyD88 BLA: 1; Hsp70 act: 0.0

What do the screens show for `COc1cc(/C=N/Nc2nc3c(c(=O)n(C)c(=O)n3C)n2Cc2ccccc2)ccc1OC(=O)c1ccco1`?
G6PDH CS: 1; STAT3 activator: 96; STAT1 blocker: 17; STAT1 activator: 85; APP transl inh: 0; STAT3 inh: 3; Diaphorase inh: 15; Diaph act CS: 0.8; TLR4-MyD88 BLA: -2; Hsp70 act: -0.2

How did COc1ccc(/C=C/C(=O)N(c2ccccn2)C2CCCCC2)cc1OC do in these assays?
G6PDH CS: 4; STAT3 activator: 99; STAT1 blocker: 0; STAT1 activator: 98; APP transl inh: 6; STAT3 inh: 2; Diaphorase inh: 18; Diaph act CS: 0.8; TLR4-MyD88 BLA: 1; Hsp70 act: -0.1

Results for COc1ccc(C)cc1S(=O)(=O)N(CC(=O)N1CCCC1)c1ccccc1 ?
G6PDH CS: 3; STAT3 activator: 109; STAT1 blocker: 4; STAT1 activator: 97; APP transl inh: -19; STAT3 inh: -7; Diaphorase inh: 19; Diaph act CS: 0.8; TLR4-MyD88 BLA: 3; Hsp70 act: -0.3

What do the screens show for `O=C(CCC(=O)c1ccccc1)NCCc1c[nH]c2ccccc12`?
G6PDH CS: -7; STAT3 activator: 92; STAT1 blocker: 9; STAT1 activator: 92; APP transl inh: -9; STAT3 inh: 14; Diaphorase inh: 4; Diaph act CS: 1; TLR4-MyD88 BLA: 7; Hsp70 act: -0.1

What do the screens show for `CCNc1ccc(C(=O)Nc2ccc3nc(C)sc3c2)cc1[N+](=O)[O-]`?
G6PDH CS: 7; STAT3 activator: 95; STAT1 blocker: -8; STAT1 activator: 107; APP transl inh: 1; STAT3 inh: 7; Diaphorase inh: 9; Diaph act CS: 0.9; TLR4-MyD88 BLA: 18; Hsp70 act: -0.3

Results for Cc1noc(C)c1S(=O)(=O)N1CCC(Cc2ccccc2)CC1 ?
G6PDH CS: 1; STAT3 activator: 105; STAT1 blocker: 0; STAT1 activator: 100; APP transl inh: -7; STAT3 inh: -2; Diaphorase inh: 22; Diaph act CS: 0.8; TLR4-MyD88 BLA: -9; Hsp70 act: -0.2

Results for CCOC(=O)C1CCCN(S(=O)(=O)c2c(C)c(C)cc(C)c2C)C1 (centres undefined) ?
G6PDH CS: 19; STAT3 activator: 105; STAT1 blocker: 8; STAT1 activator: 93; APP transl inh: -10; STAT3 inh: -2; Diaphorase inh: 20; Diaph act CS: 0.8; TLR4-MyD88 BLA: -3; Hsp70 act: 0.1

How did CCCN(CCC)CCCNC(=O)c1ccc2c(c1)N(CC)C(=O)c1ccccc1S2=O (centres undefined) do in these assays?
G6PDH CS: 3; STAT3 activator: 107; STAT1 blocker: 7; STAT1 activator: 94; APP transl inh: 8; STAT3 inh: -3; Diaphorase inh: 18; Diaph act CS: 0.8; TLR4-MyD88 BLA: -11; Hsp70 act: 0.3

Results for O=c1cc(CO)oc(CN2CCN(c3ccccc3)CC2)c1O ?
G6PDH CS: 10; STAT3 activator: 104; STAT1 blocker: 6; STAT1 activator: 94; APP transl inh: -11; STAT3 inh: 1; Diaphorase inh: 28; Diaph act CS: 0.7; TLR4-MyD88 BLA: 6; Hsp70 act: -0.5

Results for CCOC(=O)c1nc2sc(C)c(C)c2c(=O)[nH]1 ?
G6PDH CS: 5; STAT3 activator: 101; STAT1 blocker: -7; STAT1 activator: 106; APP transl inh: -7; STAT3 inh: 2; Diaphorase inh: 6; Diaph act CS: 0.9; TLR4-MyD88 BLA: -14; Hsp70 act: -0.1

How did CC(C)c1nnc(SCC(=O)NCc2ccc3c(c2)OCO3)n1C do in these assays?
G6PDH CS: 1; STAT3 activator: 103; STAT1 blocker: -1; STAT1 activator: 103; APP transl inh: -6; STAT3 inh: -1; Diaphorase inh: 16; Diaph act CS: 0.8; TLR4-MyD88 BLA: -1; Hsp70 act: -0.2

Results for CC(C)n1c(N2CCN(C(=O)N3CCCCC3)CC2)nc2ccccc21 ?
G6PDH CS: 11; STAT3 activator: 94; STAT1 blocker: 5; STAT1 activator: 95; APP transl inh: -8; STAT3 inh: 11; Diaphorase inh: 8; Diaph act CS: 0.9; TLR4-MyD88 BLA: 10; Hsp70 act: -0.7

Rows were taken by chance; any-hit rate near 6.1%.
